Bioassay records as filed in PubChem.
GRK2 aptamer HTS = inhibitors of human GRK2 displacing RNA aptamer | P25098 | bead flow cytometry, FAM-aptamer displacement from GRK2 | inhibition of aptamer binding, % at 10 µM | hit rate 0.59% among 330,000;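 active = inhibition of aptamer binding above 40%, roughly 3 SD of noise, on plates passing a quality check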;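 also: median bead fluorescence of bound FAM aptamer so fluorescent compounds give negative values; no value below 0 was filed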
CIT2-GFP yeast = alters CIT2-GFP fluorescence in TOR pathway yeast screen | S. cerevisiae CIT2-GFP strain, flow cytometry, 3 h; 100 means same as DMSO wells | GFP response vs DMSO, % at 10 µM | hit rate 0.065% among 320,000;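 active = GFP response relative to DMSO above a set limit, near the screen mean plus 3 SD, cut at about 150% in these data; inconclusive = Fewer than 70 cells measured for a yeast strain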;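 also: ratio of well median GFP fluorescence to mean of DMSO wells on the plate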
GLD-1 TGE inh = GLD-1-TGE RNA interaction inhibition (C. elegans). Q17339. purified GLD-1 + fluorescein TGE RNA, fluorescence polarization. inhibition, % at 5.96 µM. hit rate 0.44% among 320,000. AID 2280;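 active = percent inhibition above a per-plate cutoff, the plate mean of test compounds plus 3 SD, cut at about 30% in these data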;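 also: 0% = DMSO wells with GLD-1 and probe and 100% = wells lacking GLD-1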
Target sequence (Q17339 whole entry, looked up): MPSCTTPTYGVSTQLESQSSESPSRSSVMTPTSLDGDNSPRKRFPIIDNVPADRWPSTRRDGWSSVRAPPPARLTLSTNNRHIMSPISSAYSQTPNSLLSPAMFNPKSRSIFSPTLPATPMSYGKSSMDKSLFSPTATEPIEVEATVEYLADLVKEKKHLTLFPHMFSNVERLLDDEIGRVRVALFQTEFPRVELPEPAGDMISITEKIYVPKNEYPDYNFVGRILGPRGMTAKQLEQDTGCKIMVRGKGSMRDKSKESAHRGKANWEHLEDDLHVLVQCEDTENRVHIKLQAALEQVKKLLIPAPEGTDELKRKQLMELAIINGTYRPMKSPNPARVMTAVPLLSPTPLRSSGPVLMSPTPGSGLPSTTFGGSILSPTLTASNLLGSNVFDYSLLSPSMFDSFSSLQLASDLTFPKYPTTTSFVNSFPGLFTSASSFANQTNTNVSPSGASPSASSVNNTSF
CR mimetic SO = caloric restriction mimetics inhibiting age-related superoxide in yeast; superoxide response (% of plate mean), % at 10 µM; S. cerevisiae aged cells, superoxide DHE fluorescence; hits give low values; hit rate 0.18% among 330,000;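 active = superoxide response under a set limit, about three screen SD below normal, cut at about 65% in these data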;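 also: yeast aged for seven days with compound at 30 °C before DHE staining; 100% = average MFI of all compound-treated wells on the plate with controls excluded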
MCL1-BIM inh = MCL1-BIM-BH3 interaction inhibition (human). hit rate 0.68% among 320,000. Q07820. GST-MCL1 / FITC-Bim-BH3 fluorescence polarization. inhibition, % at 10.9 µM;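 active = inhibition above the mean inhibition of all tested compounds plus 3 SD, set per campaign, cut at about 40% in these data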;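 also: 0% = DMSO wells and 100% = unlabeled Bim-BH3 peptide control; higher means more loss of mP so more displacement of Bim peptide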
Target sequence (Q07820 whole entry, looked up): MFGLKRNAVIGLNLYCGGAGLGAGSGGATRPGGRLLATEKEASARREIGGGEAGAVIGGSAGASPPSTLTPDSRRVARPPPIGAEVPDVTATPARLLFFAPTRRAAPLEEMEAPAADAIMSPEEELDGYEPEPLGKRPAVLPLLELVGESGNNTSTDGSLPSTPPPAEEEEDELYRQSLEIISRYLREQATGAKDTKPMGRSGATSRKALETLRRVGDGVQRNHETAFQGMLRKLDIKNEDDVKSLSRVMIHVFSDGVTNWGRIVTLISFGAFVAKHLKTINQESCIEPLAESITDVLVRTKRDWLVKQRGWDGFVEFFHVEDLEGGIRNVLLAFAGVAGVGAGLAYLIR
BCLXL inh = blocks human Bcl-xL binding to Bim BH3 peptide | AID 2129 | hit rate 0.7% among 320,000 | inhibition, % at 10.9 µM | Q07817 | GST-Bcl-xL / FITC-Bim BH3 peptide fluorescence polarization;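 active = inhibition above the mean of all tested compounds plus 3 SD, cutoff set per campaign, cut at about 30% in these data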;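 also: 0% = DMSO wells and 100% = unlabeled Bim-BH3 peptide competitor; inhibitors lower millipolarization by displacing the labeled peptide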
Target sequence (Q07817 whole entry, looked up): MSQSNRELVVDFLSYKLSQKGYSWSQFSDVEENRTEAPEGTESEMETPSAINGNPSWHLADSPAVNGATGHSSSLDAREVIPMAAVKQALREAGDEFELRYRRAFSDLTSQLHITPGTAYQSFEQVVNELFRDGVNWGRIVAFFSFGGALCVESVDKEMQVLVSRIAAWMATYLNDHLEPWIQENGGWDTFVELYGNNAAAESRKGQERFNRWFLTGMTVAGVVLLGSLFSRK
AGP1 TOR yeast = modulators of TOR pathway AGP1-GFP in S. cerevisiae; S. cerevisiae AGP1-GFP multiplex flow cytometry, 3 h; GFP as percent of DMSO wells; GFP response vs DMSO, % at 10 µM; hit rate 0.02% among 320,000; AID 2066;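 active = GFP response relative to DMSO above a set limit, near screen average plus 3 SD, cut at about 150% in these data; inconclusive = fewer than 70 cells counted for the yeast strain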;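 also: median GFP channel fluorescence of the gated AGP1 strain per well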
MEX-5 binding = C. elegans MEX-5 TCR-2 RNA binding activity; Q9XUB2; MEX-5/FITC-TCR2 RNA binding, fluorescence polarization; hits give low values; activity score (negative = inhibition of binding), % at 10 µM; hit rate 0.38% among 300,000; AID 1832;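 active = inhibition past about -25% in most replicates, and total fluorescence under double the plate's negative control median, limit read from the data; inconclusive = replicates evenly split on the limit, or fluorescence at least double controls; inactive = too little inhibition in most replicates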;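 also: 0% = DMSO and -100% = 5 µM competing unlabeled TCR2 RNA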
VLA-4 inh = inhibition in a human VLA-4 binding assay. hit rate 0.2% among 330,000. inhibition, % (about 7 µM as worked out from the volumes in the protocol). VLA-4 expressing cells, ligand binding flow cytometry; in the data active = inhibition above about 50%
An asterisk follows results filed as active; ? = inconclusive; / = no result given; & = joins results of further samples; [ ] = another dose, or the depositor's remark.

SMILES	GRK2 aptamer HTS	CIT2-GFP yeast	GLD-1 TGE inh	CR mimetic SO	MCL1-BIM inh	BCLXL inh	AGP1 TOR yeast	MEX-5 binding	VLA-4 inh
COc1cccc(C2SCC(=O)N2c2ccc(Br)cc2)c1OC (centres undefined)	0	102	13	79	15	7	95	-0.7	2
Cc1ccccc1C(=O)OCCN(C)Cc1ccccc1	4	114	5	86	19	5	97	3.7	-1
NC(=O)Cn1c(=O)n(CC(=O)N2CCCCC2)c(=O)c2sccc21	0	99	-2	94	2	3	98	-0.7	6
Cc1ccc(C(=O)NC2CCCc3ccccc32)cc1[N+](=O)[O-] (centres undefined)	3	83	2	105	11	5	93	1.0	14
Cc1csc(NC(=O)CSc2nc(C)cs2)n1	0	100	4	106	-2	1	/	-1.2	6
O=C(Cc1coc(-c2ccc(F)cc2)n1)N1CCOCC1	0	107	5	89	6	5	102	-0.7	1
O=C(NNC(=O)c1ccccc1Br)c1ccc(Cl)c(Cl)c1	0	101	5	101	11	6	102	0.9	9
COc1ccc(C2=NOC(Cn3nc(-c4ccccc4)cc3C(=O)NCc3ccco3)C2)cc1 (centres undefined)	3	87	3	87	/	/	92	/	10
COCC1CCN(C(=O)CC2C(=O)NCCN2Cc2cccc(Oc3ccccc3)c2)CC1 (centres undefined)	0	99[may fluoresce green]	3	95	7	12	100[may fluoresce green]	-26*	-1
Cc1ccc(C(=O)NCC(=O)OCc2nnc(-c3ccc([N+](=O)[O-])cc3)o2)s1	5	109	2	86	-8	-5	110	/	-1
CS(=O)(=O)N1CCN(c2ccccc2NC(=O)c2cc3ccccc3o2)CC1	0	?	3	92	-10	-4	?	1.0	-18
CC(NC(=O)COC(=O)/C=C/c1cccc(F)c1)c1ccccc1 (centres undefined)	0	98	-3	93	/	/	103	/	17
O=C1Nc2ccccc2C(O)(C(=O)NCc2ccco2)N1c1ccccc1 (centres undefined)	0	104	4	97	4	2	/	-1.5	-5
Cc1cccnc1NC(=O)CCc1nnc2ccc(N3CCC4(CC3)OCCO4)nn12	1	107	1	89	1	0	107	-0.5	-6
CCCSc1nc(N2CCOCC2)c2c(c1C#N)CCCC2	2	98	8	100	2	4	93	1.3	-8
CCOc1cc(/C=C2\SC(=S)N(NC(=O)c3cccnc3)C2=O)ccc1O	3	110	-27	110	-24	-15	109	23	-150
Cc1ccc(NC(=O)C(C)N2C(=O)C3C4CC(C(Br)C4Br)C3C2=O)cc1 (centres undefined)	2	109	5	120	2	0	91	-1.2	8
CC(=O)C1C(c2cccc([N+](=O)[O-])c2)C2C(C)=NN=C2CC1(C)O (centres undefined)	0	102	-2	92	0	0	104	0.1	15
CCC(=O)c1ccc(N2CCN(C(=O)COc3ccccc3F)CC2)c(F)c1	4	103	8	102	1	2	98	-0.6	3
CCOC(=O)/C=C1\SCC(=O)N1CC(=O)Nc1ccc(C(C)C)cc1	0	107	4	103	3	4	102	-0.3	-1
CC1(C(=O)N(CC(=O)NC2CCCC2)Cc2ccc(Cl)cc2)CC(=O)N=C2C=CC=CN21 (centres undefined)	2	103	1	89	-2	-2	96	-1.2	17
CC(C#N)(NC(=O)CN1CCN(S(=O)(=O)c2ccc(Br)cc2Cl)CC1)C1CC1 (centres undefined)	0	95	4	89	15	6	95	/	37
O=C(O)CCc1ccc(-c2cccs2)n1Cc1ccco1	1	101	7	109	15	7	102	1.5	14
COc1ccc(S(=O)(=O)Nc2ccc3c(c2)C(=O)N([C@H](C)CO)C[C@H](C)[C@@H](CN(C)S(=O)(=O)c2ccc(F)cc2)O3)cc1	10	/	-1	93	/	/	/	/	8
Cc1cc(C)c2c(n1)nn1c(N3CCN(c4ccccc4C)CC3)cc(C)nc21	2	102	4	92	7	4	96	/	8

The listing continues:
SMILES	GRK2 aptamer HTS	CIT2-GFP yeast	GLD-1 TGE inh	CR mimetic SO	MCL1-BIM inh	BCLXL inh	AGP1 TOR yeast	MEX-5 binding	VLA-4 inh
CCOc1ccc(C2CC(c3ccc(F)cc3)n3ncnc3N2)cc1 (centres undefined)	4	95	2	103	-2	2	103	-0.4	-5
COC(=O)C1=C(C(=O)OC)[C@@H]2N(C)c3ccc(OC)cc3[C@@]23C[C@@H](C(=O)OC)N(C(=O)c2cc(C)oc2C)C3=N1	0	105	5	102	16	2	92	0.9	-3
O=C(NC(Cc1ccccc1)C(=O)O)/C(=C\c1ccc(Cl)cc1)NC(=O)c1ccco1 (centres undefined)	0	105	1	103	12	6	99	-0.6	7
Cc1c(NC(=O)/C(C#N)=C/c2cccs2)c(=O)n(-c2ccccc2)n1C	0	102	4	130	5	-4	102	0.1	7
CC1(C)NC(=O)N(CC(=O)N2CCN(S(=O)(=O)c3ccccc3F)CC2)C1=O	1	99	-3	76	6	6	95	/	6
CCOc1ccc(OCC)c(NC(=O)C(NS(=O)(=O)c2ccc3c(c2)oc(=O)n3C)C(C)C)c1 (centres undefined)	0	108	2	82	-2	5	104	/	3
Cc1c(Cl)cccc1NC(=O)c1cc(-c2ccccc2O)n[nH]1	0	94	8	120	2	0	97	-0.5	18
Cc1ccc(S(=O)(=O)CCC(=O)OCC(=O)NC2CCS(=O)(=O)C2)cc1 (centres undefined)	3	89	-9	118	-8	-3	101	-0.1	-4
COc1cccc(-c2cc(C(F)(F)F)n3nc(C(=O)N4CCCCC4c4cccnc4)cc3n2)c1 (centres undefined)	1	96	2	89	-4	6	92	/	-4
CC(C)C(=O)NC(=S)Nc1nnn(C)n1	0	90	1	79	7	2	91	-2.3	5
O=C(Nc1ccc(Cl)cc1)[C@@H]1[C@@H]2C(=O)N(c3ccc(Cl)cc3)C(=O)[C@@H]2[C@H]2C=CC=NN21	7	83	8	64*	7	9	88	0.5	-5
Cn1ccnc1CN1CCCCC1C(=O)Nc1ccc(Oc2cccnc2)cc1 (centres undefined)	0	94	-5	108	-7	-4	101	-1.1	12
CC1=Nc2nc(N3CCCCC3)c(C#N)c3c4c(nc(c23)N1)N(c1ccc(C(C)C)cc1)C(=O)C4	0	94	4	96	-14	-1	122	-0.4	-96
CN1CCN(S(=O)(=O)c2ccc(NCc3ccc4c(c3)OCO4)nc2)CC1	2	98	9	112	-2	-2	106	0.4	/
CC(C)c1cc(-c2cc(C(=O)NCc3ccccc3)on2)nc(NC2CCCC2)n1	0	78	1	98	2	4	80	1.7	12
O=C(c1ccc2nccnc2c1)N1CCN(c2ccccc2)CC1	3	/	1	107	-6	3	93	-1.0	15
O=C1CC(N2CCN(S(=O)(=O)c3ccc([N+](=O)[O-])cc3)CC2)C(=O)N1c1ccccc1F (centres undefined)	0	93	1	100	2	0	100	/	4
COc1cc(S(=O)(=O)NC2CCCC2)c(OC)cc1C	0	/	2	107	6	2	86	-1.4	-10
CCN(CC)C(=O)CSc1nnc(C2CCCCC2)o1	0	93	-1	96	5	0	91	-2.7	3
CC1CCCCN1C(=O)C(=O)c1cn(CC(=O)N2CCCC2)c2ccccc12 (centres undefined)	0	106	-2	92	4	3	106	4.8	3
CC(=O)c1ccc(NC(=O)C(C)n2c3ccccc3c3nc(=O)cc(C)n32)cc1 (centres undefined)	1	91	-1	94	11	8	88	-0.6	4
Cc1c(C(=O)N2CCCCCC2)c(S(=O)(=O)Nc2ccccc2F)c(C)n1C	5	99	1	105	5	-1	97	-1.7	31
CN(C)CC/C=C1/c2ccccc2Sc2ccc(Cl)cc21	0&0	91&99	3&1	91&123	11&-2	3&3	92&105	-0.4	-7&0
O=c1[nH]c2ccccc2nc1Cc1ccccc1	0	82	4	102	-1	7	87	-0.3	1
O=C1Nc2cc(C(F)(F)F)ccc2N2CCCCC12 (centres undefined)	52*	100	3	91	2	7	93	-1.6	2

New compounds follow:
SMILES	GRK2 aptamer HTS	CIT2-GFP yeast	GLD-1 TGE inh	CR mimetic SO	MCL1-BIM inh	BCLXL inh	AGP1 TOR yeast	MEX-5 binding	VLA-4 inh
COCC1CCN(C(=O)C2CCC(=O)N(CCc3ccc(Cl)cc3)C2)CC1 (centres undefined)	0	113	0	109	3	3	113	2.0	8
Brc1ccc(-c2cn3ccccc3n2)cc1	1	96	5	97	-2	3	105	0.6	3
Cc1ccc(NC(=S)Nc2ccc(Cl)c(Cl)c2)c(OC(F)F)c1	6	83	2	107	5	9	93	0.3	16
O=C1COc2ccc(C(=O)COC(=O)c3ccccc3Cl)cc2N1	0	91	0	110	/	/	95	/	1
Cc1ccc(/C=C/C(=O)OCC(=O)Nc2ccccc2Sc2ccccc2)cc1	0	104	3	97	-2	0	105	/	20
O=C(NCc1cccnc1)c1cccc2c1C(=O)N(Cc1cccnc1)C2	9	99	-2	105	9	5	106	-0.5	6
COc1cc(/C=N/NC(=O)CCN2CCN(c3ccccc3)CC2)cc(OC)c1OC	0	102	-5	110	4	-14	95	-0.9	22
COc1ccc(CN(C)C(=O)[C@H](Cc2ccccc2)NC(=O)c2ccco2)c(OC)c1	1	93	2	92	0	1	106	/	14
Cc1ccc(NC(=O)Nc2cnccn2)cc1	0	89	-5	97	1	4	91	-1.0	2
O=C(N[C@H]1C/C=C\C[C@@H](CC(=O)N(CCO)Cc2ccccc2)C(=O)N2CCC[C@H]2COC1=O)OCC1c2ccccc2-c2ccccc21	2	97	9	102	/	/	98	/	-5
O=C(CCn1ccnc1)Nc1nc2ccccc2[nH]1	0	103	-2	95	-1	4	102	17	8
CCOC(=O)C1(CCOC)CCN(Cc2cc3ccccc3s2)CC1	11	118	-7	98	-5	2	109	1.8	-2
COc1ccc(N2CCN(C(=O)CN3C(=O)NC4(CCCCC4C)C3=O)CC2)cc1 (centres undefined)	0	102	1	99	/	/	106	/	6
Cn1cc(CNCc2cn[nH]c2-c2ccc(F)cc2)c(-c2ccc3c(c2)OCCO3)n1	0	101	1	100	-3	-3	102	0.8	6
CC(C)Cc1ccc(C(=O)NCCOc2ccccc2)o1	1	98	-8	96	5	5	98	-1.0	2
O=C(CNC(=O)c1ccco1)OCC(=O)c1ccccc1	0	102	3	119	12	4	107	-1.5	12
Cc1ccc(/C=C2\SC(=S)N(CCCC(=O)Nc3cccc(C(=O)O)c3)C2=O)cc1	1	102	-2	113	6	3	92	-8.5	6
COc1ccc(NC(=O)CSc2nc3ccccc3c(=O)n2Cc2cccs2)c(OC)c1	0	103	2	97	-6	-1	104	-0.4	2
COc1cccc(-n2ccn(CC(=O)NCCc3ccccc3)c(=O)c2=O)c1	0	101	1	89	-9	-1	100	-1.6	6
Cc1nn(CC(O)Cn2c3c(c4ccccc42)CCN(C)C3=O)c(C)c1Br (centres undefined)	0	/	5	104	-1	2	102	-2.6	-4
CCOCCCNC(=O)C1CCC(CNS(=O)(=O)c2ccc(OC)cc2)CC1 (centres undefined)	3	98	11	104	7	5	90	2.0	1
COCCn1c(SCC(=O)NCc2ccc(OC)c(OC)c2)nc2ccccc21	2	107	3	119	-30	-11	110	-1.6	2
CCc1ccccc1NC(=O)C/C(C)=N/NC(=O)COc1ccccc1C	0	102	8	94	2	0	97	0.3	6
COc1cccc(C(=O)C2CCCN(Cc3cn[nH]c3C3CCCCC3)C2)c1 (centres undefined)	0	86	-1	97	-1	3	89	1.7	4
